# Screening results from PubChem BioAssay.
# KCNK9 block = human KCNK9 channel inhibition; B-score at 10 µM; Q9NPC2; 310,000 compounds, 1.2% hits; HEK293 KCNK9, FluxOR thallium flux fluorescence; active compounds read low;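 active = ratio B-score over 3 SD below the library mean, with starting fluorescence within 5 SD of its mean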;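 also: negative B-score means less thallium flux so channel inhibition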
# hERG rescue = hERG (human) protection from proarrhythmic block. Q12809. CHO-hERG, FluxOR thallium flux, dofetilide IC70 present. activation (rescue from dofetilide block), less the hit threshold, % at 10 µM. 310,000 compounds, 0.51% hits;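 active = activation above the mean of controls blocked by dofetilide plus 5 SD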;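 also: thallium influx through hERG after potassium depolarization seen as dye fluorescence rise; in these data hits start at about 4.7%; inactives centre near -7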
# Target sequence (Q12809 whole entry, looked up): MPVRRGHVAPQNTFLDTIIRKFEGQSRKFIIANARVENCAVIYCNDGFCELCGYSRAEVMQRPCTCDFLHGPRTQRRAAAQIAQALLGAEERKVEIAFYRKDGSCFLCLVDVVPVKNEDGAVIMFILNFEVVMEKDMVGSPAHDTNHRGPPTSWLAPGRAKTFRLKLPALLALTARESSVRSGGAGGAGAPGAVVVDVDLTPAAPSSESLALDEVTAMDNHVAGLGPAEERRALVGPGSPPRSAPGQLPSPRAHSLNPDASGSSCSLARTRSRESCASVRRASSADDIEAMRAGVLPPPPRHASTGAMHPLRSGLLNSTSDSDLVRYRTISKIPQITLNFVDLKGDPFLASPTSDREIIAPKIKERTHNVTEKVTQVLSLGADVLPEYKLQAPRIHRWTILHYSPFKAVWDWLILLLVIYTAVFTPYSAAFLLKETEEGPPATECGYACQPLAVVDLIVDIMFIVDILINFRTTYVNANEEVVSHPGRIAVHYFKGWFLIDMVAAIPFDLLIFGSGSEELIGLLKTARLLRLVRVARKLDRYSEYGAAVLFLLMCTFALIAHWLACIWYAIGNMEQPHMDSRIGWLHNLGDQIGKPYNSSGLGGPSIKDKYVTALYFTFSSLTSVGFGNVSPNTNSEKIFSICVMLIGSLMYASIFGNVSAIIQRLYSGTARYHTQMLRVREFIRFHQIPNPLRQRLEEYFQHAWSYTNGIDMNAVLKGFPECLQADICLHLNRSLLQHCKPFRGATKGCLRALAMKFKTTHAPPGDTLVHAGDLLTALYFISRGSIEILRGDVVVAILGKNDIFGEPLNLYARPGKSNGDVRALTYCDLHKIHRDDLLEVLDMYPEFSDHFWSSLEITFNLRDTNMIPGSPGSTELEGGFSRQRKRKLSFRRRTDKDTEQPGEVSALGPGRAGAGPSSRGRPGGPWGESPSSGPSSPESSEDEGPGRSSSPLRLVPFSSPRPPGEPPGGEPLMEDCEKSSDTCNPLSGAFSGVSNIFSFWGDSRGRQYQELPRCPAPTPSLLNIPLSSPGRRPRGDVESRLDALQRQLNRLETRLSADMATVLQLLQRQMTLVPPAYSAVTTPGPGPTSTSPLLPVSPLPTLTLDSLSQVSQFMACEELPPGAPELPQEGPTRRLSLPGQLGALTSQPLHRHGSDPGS
# TRPC4 inh = blocks the mouse TRPC4 cation channel | Q9QUQ5 | B-score at 10 µM | AID 2247 | HEK293 TRPC4beta/mu-opioid, DAMGO-evoked Fluo4 calcium flux; active compounds read low | 300,000 compounds, 0.39% hits;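 active = B-score over 3 SD under the library average, no early fluorescence shift, positive overall ratio signal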
#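 Assay system – HEK293 line stably carrying TRPC4beta and mu-opioid receptor · Doses – single dose · Detection – Fluo4 calcium-dye fluorescence, kinetic read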
# KCNQ1 act = human KCNQ1 channel potentiation or activation. P51787. CHO-K1 KCNQ1, thallium flux FluxOR fluorescence; active compounds read high. B-score at 10 µM. 310,000 compounds, 0.35% hits. AID 2648;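 active = fluorescence ratio B-score, a plate-corrected score, at least three library SD, with initial intensity B-score within 5 SD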
#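 Doses: Single concentration per compound, DMSO matched to controls | Test system: KCNQ1-transfected CHO-K1 cells | Timing: 90 min dye loading and 20 min compound exposure, both at room temperature | Measured by: Kinetic FluxOR thallium fluorescence, 10-s 1-Hz baseline, 110-s post-stimulus read | Medium: Assay buffer with matched DMSO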
# PolyA inhibitor = blocks polyadenylation in yeast reporter cells; S. cerevisiae SKY197-pL101 polyadenylation reporter, beta-gal luminescence; efflux-impaired pdr1/pdr3 knockout yeast; score 100 = 6 SD above DMSO; calls only at 12 µM; 300,000 compounds, 0.02% hits; AID 1875;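 active = lowest replicate activity score at least 50, where 100 means six control SD above control mean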;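 also: yeast exposed to compound for 9 h at 30 °C; higher score means more reporter readthrough which indicates perturbed polyadenylation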
# KCNK3 block = human KCNK3 channel inhibition, primary screen; B-score at 10 µM; O14649; 340,000 compounds, 0.84% hits; CHO-KCNK3 thallium flux, FluxOR fluorescence; active compounds read low;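 active = B-score under library mean minus 4 SD, starting fluorescence ratio at most library mean plus 5 SD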;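 also: more negative B-score means stronger inhibition of thallium flux through KCNK3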
# TRPC4 act = activators of mouse TRPC4 channel | Q9QUQ5 | HEK293 TRPC4beta/mu-opioid, Fluo4 calcium fluorescence; active compounds read high | B-score at 10 µM | 310,000 compounds, 0.49% hits;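 active = B-score above 5 SD of library B-scores, and initial fluorescence ratio not above library mean plus 5 SD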;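 also: positive B-score marks a calcium rise read as TRPC4 activation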
#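 System: HEK293 cells stably co-expressing mouse TRPC4beta and mu-opioid receptor; Schedule: Fluo4 dye loading 45 min at room temperature, 110 s recording; Detection: Fluo4 fluorescence, kinetic; Evaluation: B-scored integrated calcium fluorescence ratio; Controls: buffer (low) and maximal DAMGO (high).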
# TRPC4 PAM = TRPC4 (mouse) allosteric potentiation | HEK293 TRPC4beta/mu-opioid, DAMGO EC20, Fluo-4 Ca2+ flux; active compounds read high | B-score at 10 µM | 310,000 compounds, 0.42% hits | AID 2227;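 active = B-score of calcium response area above 5 SD of library B-scores, with initial fluorescence ratio within 5 SD of library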;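 also: B-score of integrated fluorescence ratio over time as area under calcium response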
# KCNQ1 inh = human KCNQ1 channel inhibition; P51787; CHO-K1 KCNQ1, FluxOR thallium flux fluorescence; active compounds read high; B-score at 10 µM; 310,000 compounds, 1.3% hits; AID 2642;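 active = compounds whose thallium flux B-score, printed positive for inhibition, exceeds three library SD while starting fluorescence stays within three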;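 also: channel opened by potassium depolarization with thallium stimulus after 20 min compound exposure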
# Platelet DG rel = platelet dense granule release activity | human platelet-rich plasma, SFLLRN dense granule ATP release, luminescence | inhibition, %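 (compounds screened at 7.5 µM in platelet-rich plasma)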 | 300,000 compounds, 0.22% hits | AID 1663;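 active = mean replicate score, as percent of positive control, at or above 50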
# DYRK1A inh = Dyrk1A (rat) kinase inhibition. 310,000 compounds, 0.43% hits. inhibition, % at 12.5 µM. ADP-Glo luminescence, NFATc1 peptide; in the data active = inhibition above about 50%;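 also: plate controls were vehicle with enzyme for no effect and no enzyme for full effect; many of its hits are not listed in these tables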
# The depositor's hits bear a star; i = inactive; . = no result given. A portion of the library; the hit share may differ from the screen's.
SMILES,KCNK9 block,hERG rescue,TRPC4 inh,KCNQ1 act,PolyA inhibitor,KCNK3 block,TRPC4 act,TRPC4 PAM,KCNQ1 inh,Platelet DG rel,DYRK1A inh
CSc1ccc(C(=O)NC2CCSc3ccccc32)cc1 (configuration not stated),i,-6,i,i,i,i,i,i,i,-19,1
CC1Cc2ccccc2N1C(=O)COC(=O)C1(c2ccccc2F)CCCC1 (configuration not stated),i,-11,i,i,i,i,i,i,i,7,0
COc1ccc(/C=N/NC(=O)c2ccc(O)cc2O)cc1CSc1ccccn1,i,-6,i,i,i,i,i,i,i,13,1
CN1CCc2c(OCC(=O)N3N=C(c4cccs4)CC3c3ccc(F)cc3)cccc2C1=O (configuration not stated),i,-11,i,i,i,i,i,i,i,2,0
Cn1c(N)c(C(=O)COC(=O)c2nc(Cl)ccc2Cl)c(=O)n(C)c1=O,i,-6,i,i,i,i,i,i,i,-4,.
CCCC1CCC(c2nc(-c3cccnc3)no2)CC1 (configuration not stated),i,-10,i,i,i,i,i,i,i,-2,-11
CCc1cc2c(=O)[nH]c(Cc3ccc(Cl)cc3)nc2s1,i,-9,i,i,i,i,i,i,i,-9,2
COc1ccc(NS(=O)(=O)c2ccc(OC)c(N(C)S(=O)(=O)c3ccc(Cl)cc3)c2)cc1,i,-9,i,i,i,i,i,i,i,3,7
CC1(C(=O)N2CCC(CC3CC(c4cccc(Br)c4)=NO3)(C(=O)NCC3CCCCC3)CC2)CC1 (configuration not stated),i,-5,i,i,i,i,i,i,i,-8,5
O=c1oc2cc(OCc3ccc(F)cc3F)ccc2cc1-c1ccc2ccccc2n1,i,-5,i,i,i,.,i,i,i,8,.
CC(=O)N1N=C(c2cccc(NS(=O)(=O)c3ccc(C)cc3)c2)CC1c1ccco1 (configuration not stated),i,-2,i,i,i,i,i,i,i,1,2
CCN(c1ccccc1)S(=O)(=O)c1cccc(C(=O)N2CCN(S(=O)(=O)c3ccccc3)CC2)c1,i,-8,i,i,i,i,i,i,i,-3,1
O=C(Cn1c(NCCO)nc2ccccc21)NCCc1ccccc1,i,-6,i,i,i,i,i,i,i,-2,4
Nc1ccccc1C(O)(Cc1ccccc1)c1ccccc1 (configuration not stated),i,-7,i,i,i,i,i,i,i,-7,-2
CCNC(=O)NC(=O)c1csc([N+](=O)[O-])c1,i,-4,i,i,i,i,i,i,i,0,3
COc1ccc(CCN2CCCC(CN(C)C(=O)c3ccoc3C)C2)cc1 (configuration not stated),i,-6,i,i,i,i,i,i,i,3,-6
C=CCOc1ccc2ccccc2c1CNCCCN1CCOCC1,i,-7,i,i,i,i,i,i,i,9,-2
COc1cc(CNc2ccc3c(c2)CCC3)cc(OC)c1O,i,-8,i,i,i,i,i,i,i,5,-5
COc1cccc(Nc2nc(-c3cccnc3)cs2)c1,i,-9,i,i,i,i,i,i,i,-3,1
CCCc1cc(=O)oc2c(C)c(OCC(=O)N3CCC(C(N)=O)CC3)ccc12,i,-11,i,i,i,i,i,i,i,-1,-2
O=C(NCCn1ccc2ccccc21)c1cccc([N+](=O)[O-])c1,i,-4,i,i,i,i,i,i,i,-4,-1
O=C(COc1ccc(C(=O)Nc2ccc(Cl)cc2)cc1)NCc1ccccc1,i,-4,i,i,i,i,i,i,i,1,-7
CCOC(=O)CCN,i,-4,i,i,i,i,i,i,i,6,-11
CC(=O)CSc1nc2ccc(Nc3nc(N4CCOCC4)nc(N4CCOCC4)n3)cc2s1,i,-24,i,i,i,i,i,i,i,-3,-5
CC(=O)NC(Cc1ccccc1C)C(=O)NC1CCN(C(=O)NCc2ccccc2)CC1 (configuration not stated),i,-9,i,i,i,i,i,i,i,9,3
COc1ccccc1-c1cnn2c(NCCc3ccccc3)cc(C)nc12,i,-9,i,i,i,i,i,i,7*,.,4
O=C(COc1ccc(Cl)cc1)N1CCCCCCC1,i,-3,i,i,i,i,i,i,i,0,1
CC(=O)N1Cc2[nH]c3ccccc3c2CC1C(=O)O (configuration not stated),i,1,i,i,i,i,i,i,i,-1,5
c1ccc2c(NC3CCCC3)nnc(NC3CCCC3)c2c1,i,-10,i,i,i,i,i,i,i,-4,0
O=C(CCCc1nc2ccccc2s1)Nc1nccs1,i,-12,i,i,i,i,i,i,i,2,-3
CCOC(=O)c1nnn(CC(=O)N2N=C(c3ccc(Cl)cc3)CC2c2ccc(OC)cc2)c1C(=O)OCC (configuration not stated),i,-5,i,i,i,i,i,i,i,4,4
O=C1C(Cl)=C(Nc2cccc(O)c2)C(=O)N1Cc1ccccc1,i,-14,i,i,i,i,i,74*,i,-6,8
COc1ccc(N2CCOCC2)c(NC(=O)c2ccc3c(c2)OCO3)c1,i,-12,i,i,i,i,i,i,i,-3,2
O=C(O)c1ccc(-c2nc(-c3ccccc3Cl)cs2)cc1,i,-6,i,i,i,i,i,i,i,23,21
CCC1(c2ccc(F)cc2)NC(=O)N(CC(=O)N2CCN(S(=O)(=O)c3ccc(C)cc3)CC2)C1=O (configuration not stated),i,-9,i,i,i,i,i,i,i,-4,2
CS(=O)(=O)N(CC(=O)NCc1ccccc1Cl)Cc1ccccc1,i,-8,i,i,i,i,i,i,i,-11,12
CCOC(=O)c1ccc(NC(=O)C2(c3ccc(OC)cc3)CCOCC2)cc1,i,-10,i,i,i,i,i,i,i,9,5
O=C(Nc1cccc(N=Cc2cc(Br)cc(Br)c2O)c1)c1ccco1,i,-3,i,i,i,i,i,i,i,-7,-10
Cc1ccc(C(=O)Nc2ccc3c(c2)C(=O)N(CC2CCCO2)C3=O)cc1 (configuration not stated),i,-9,i,i,i,i,i,i,i,-1,6
COc1ccc(Cl)cc1NC(=O)COc1cccc(-n2cnnn2)c1,i,-3,i,i,i,i,i,i,i,-1,-1
COc1ccc([N+](=O)[O-])c(OC)c1C(=O)NC(=O)Nc1c(C)cccc1C,i,-6,i,i,i,i,i,i,i,-4,0
CCCCCOC(=O)Cc1c(O)c2ccccc2n(C)c1=O,i,-25,i,i,i,i,i,i,i,-3,2
CCCCc1ccc(-c2nc(NC(=O)C3C4CCC(O4)C3C(=O)O)sc2C)cc1 (configuration not stated),i,-9,i,i,i,.,i,i,i,22,.
O=C1[C@H](CC[C@H](O)c2ccc(F)cc2)[C@@H](c2ccc(O)cc2)N1c1ccc(F)cc1,i,-9,i,i,i,.,i,i,i,0,.
CCN(/N=C/C=C/c1ccccc1)c1cc(=O)n(C)c(=O)[nH]1,i,-2,i,i,i,i,i,i,i,11,4
Cc1ccc(-c2nn(-c3cc(Cl)ccc3[N+](=O)[O-])c(=O)c3ccccc23)cc1C,i,-9,i,i,i,i,i,i,i,6,-11
COCCNC(=O)CSc1nc2ccccc2c(=O)n1-c1cccc(OC)c1,i,-12,i,i,i,i,i,i,i,2,1
CC(NC(=O)c1ccccc1)c1ccc(F)cc1 (configuration not stated),i,-5,i,i,i,i,i,i,i,-3,-1

# An excerpt from above in order of length of the SMILES, descending.
SMILES,KCNK9 block,hERG rescue,TRPC4 inh,KCNQ1 act,PolyA inhibitor,KCNK3 block,TRPC4 act,TRPC4 PAM,KCNQ1 inh,Platelet DG rel,DYRK1A inh
O=C1[C@H](CC[C@H](O)c2ccc(F)cc2)[C@@H](c2ccc(O)cc2)N1c1ccc(F)cc1,i,-9,i,i,i,.,i,i,i,0,.
Cc1ccc(C(=O)Nc2ccc3c(c2)C(=O)N(CC2CCCO2)C3=O)cc1 (configuration not stated),i,-9,i,i,i,i,i,i,i,-1,6
COCCNC(=O)CSc1nc2ccccc2c(=O)n1-c1cccc(OC)c1,i,-12,i,i,i,i,i,i,i,2,1
COc1ccc(Cl)cc1NC(=O)COc1cccc(-n2cnnn2)c1,i,-3,i,i,i,i,i,i,i,-1,-1
CC(NC(=O)c1ccccc1)c1ccc(F)cc1 (configuration not stated),i,-5,i,i,i,i,i,i,i,-3,-1

# The listing continues.
SMILES,KCNK9 block,hERG rescue,TRPC4 inh,KCNQ1 act,PolyA inhibitor,KCNK3 block,TRPC4 act,TRPC4 PAM,KCNQ1 inh,Platelet DG rel,DYRK1A inh
NC(=O)c1ncc(C(F)(F)F)cc1Oc1ccc(F)cc1,i,-6,i,i,i,i,i,i,i,7,-11
COc1ccccc1NC(=O)Cc1csc(NC(=S)Nc2ccccc2)n1,i,-19,i,i,i,i,i,i,i,2,1
CN(C)CCCn1c2c(c(SCC(=O)Nc3ccc4c(c3)OCCO4)nc1=O)CCC2,i,-6,i,i,i,i,i,i,i,8,.
CCn1c(=O)c2ccccc2n(CC(=O)N2CCCc3ccccc32)c1=O,i,-9,i,i,i,i,i,i,i,-1,-4
Cn1c(=O)n(CCc2ccccc2)c(=O)c2c1nc1n2CCCN1Cc1ccccc1,i,-13,i,i,i,i,i,i,i,0,-8
COc1ccc(C2CC(c3ccccc3)=NN2C(=O)COC(=O)c2cccnc2)cc1 (configuration not stated),i,-10,i,i,i,i,i,i,i,8,-3
O=C(NNc1ccccc1)/C(=C\c1cccnc1)NC(=O)c1ccccc1,i,-11,i,i,i,i,i,i,i,7,2
CCS(=O)(=O)N1CCC(C(=O)N2CCc3ccccc3C2)CC1,i,-11,i,i,i,i,i,i,i,-2,-4
CCOc1ccc2[nH]c(=O)c(CN(Cc3ccc(F)cc3)C(=O)N3CCCC3)cc2c1,i,-8,i,i,i,i,i,i,i,-6,1
Cc1nnc(-c2cnn(C)c2N)n1CCCN1CCOCC1,i,3,i,i,i,i,i,i,i,-23,.
CC(=O)N1CCC(N(CCCOC(C)C)S(=O)(=O)c2ccc([N+](=O)[O-])cc2)CC1,i,-4,i,i,i,i,i,i,i,-6,2
Cc1c(C)c(C)c(S(=O)(=O)N2CCSCC2)c(C)c1C,i,-7,i,i,i,i,i,i,i,6,-1
O=C(N/N=C/c1ccc(COc2ccc(Br)cc2)o1)c1ccco1,i,-9,i,i,i,i,i,i,i,1,14
CC(C)c1ccc(NC(=O)CCNS(=O)(=O)c2cc(Br)cnc2N)cc1,i,-8,i,i,i,i,i,i,i,5,-1
Cc1ccc(S(=O)(=O)NCCC(=O)Nc2ccc(Cl)c(Cl)c2)cc1,i,3,i,i,i,i,i,i,i,5,-2
COc1ccc(-c2cc3c(=O)n(CC(=O)NCc4ccc(Cl)cc4)ncn3n2)cc1,i,-10,i,i,i,i,i,i,i,0,2
CN(C1=C(NC(=O)c2ccc(Cl)cc2)C(=O)c2ccccc2C1=O)c1ccccc1,i,-14,i,i,i,i,i,i,i,6,-2
